Compound activity (PubChem BioAssay)
CDK5 inh = inhibitors of human CDK5/p35 kinase. Q00535+Q15078. hit rate 0.01% among 330,000. Recombinant CDK5/p35, ADP-Glo luminescence, 60 min. inhibition, % at 10 µM;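 active = highest replicate inhibition of at least 50% and at least 75% of replicates reaching 50%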;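 note: plate controls were DMSO neutral control for no effect and GW8510 at 10 µM for full effect; many of its hits are not listed in these tables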
MITF act = MITF TRPM1 promoter activation in melanoma cells. SK-MEL-5 TRPM1-promoter luciferase, 24 h; % of positive control, neutral wells = 0. activation, % at 12.5 µM. hit rate 0.75% among 300,000. AID 588334;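 active = mean activation of at least 80% with every replicate also reaching 80%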;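 note: 0% = neutral control wells and 100% = parthenolide positive control wells; values of inactives mirror those of a sister screen read the other way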
PvdQ inh = P. aeruginosa PvdQ acylase inhibition | purified PvdQ acylase, fluorescence plate reader | inhibition, % at 10 µM | hit rate 0.063% among 340,000; in the data active = inhibition above about 30%, passing the limit was not always enough;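 note: 0% = vehicle neutral wells and 100% = reference inhibitor wells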
Wnt bcat act = activates Wnt/beta-catenin signaling in a reporter cell assay. activator, plate reader. activation, % at 9.35 µM. hit rate 1.2% among 300,000. AID 743398; in the data active = activation above about 30%, passing the limit was not always enough;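 note: 0% = neutral control wells and 100% = positive control wells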
dFosB activator = mouse delta FosB homodimer activation; P13346; purified delta FosB, TAMRA-CDK5 oligo fluorescence polarization; percent of positive-control signal above neutral wells; activation, % at 25 µM; hit rate 0.99% among 340,000; AID 493131;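 active = mean activation above about 17%, with every replicate also reaching it, limit read from the data, passing the limit was not always enough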;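 note: fluorescence polarization rise as delta FosB binds a TAMRA Cdk5 AP-1 oligo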
V-ATPase pH = yeast V-ATPase proton transport regulation by pHLuorin. S. cerevisiae, pHLuorin cytosolic pH fluorescence. response, % at 10 µM. hit rate 0.37% among 350,000; in the data active = response mostly above about 7.3%, no sharp cut-off; inactive = mostly below about 5.4%; note: actives read high; inactives centre near 0; some compounds called inactive have numbers as strong as hits; reference of the scale not given here
NSD2 inh = blocks human histone methyltransferase NSD2 | O96028 | hit rate 0.54% among 310,000 | inhibition, % at 12.5 µM | NSD2 peptide methylation, AlphaScreen, 120 min; in the data active = inhibition above about 50%
Target sequence (O96028 whole entry, looked up): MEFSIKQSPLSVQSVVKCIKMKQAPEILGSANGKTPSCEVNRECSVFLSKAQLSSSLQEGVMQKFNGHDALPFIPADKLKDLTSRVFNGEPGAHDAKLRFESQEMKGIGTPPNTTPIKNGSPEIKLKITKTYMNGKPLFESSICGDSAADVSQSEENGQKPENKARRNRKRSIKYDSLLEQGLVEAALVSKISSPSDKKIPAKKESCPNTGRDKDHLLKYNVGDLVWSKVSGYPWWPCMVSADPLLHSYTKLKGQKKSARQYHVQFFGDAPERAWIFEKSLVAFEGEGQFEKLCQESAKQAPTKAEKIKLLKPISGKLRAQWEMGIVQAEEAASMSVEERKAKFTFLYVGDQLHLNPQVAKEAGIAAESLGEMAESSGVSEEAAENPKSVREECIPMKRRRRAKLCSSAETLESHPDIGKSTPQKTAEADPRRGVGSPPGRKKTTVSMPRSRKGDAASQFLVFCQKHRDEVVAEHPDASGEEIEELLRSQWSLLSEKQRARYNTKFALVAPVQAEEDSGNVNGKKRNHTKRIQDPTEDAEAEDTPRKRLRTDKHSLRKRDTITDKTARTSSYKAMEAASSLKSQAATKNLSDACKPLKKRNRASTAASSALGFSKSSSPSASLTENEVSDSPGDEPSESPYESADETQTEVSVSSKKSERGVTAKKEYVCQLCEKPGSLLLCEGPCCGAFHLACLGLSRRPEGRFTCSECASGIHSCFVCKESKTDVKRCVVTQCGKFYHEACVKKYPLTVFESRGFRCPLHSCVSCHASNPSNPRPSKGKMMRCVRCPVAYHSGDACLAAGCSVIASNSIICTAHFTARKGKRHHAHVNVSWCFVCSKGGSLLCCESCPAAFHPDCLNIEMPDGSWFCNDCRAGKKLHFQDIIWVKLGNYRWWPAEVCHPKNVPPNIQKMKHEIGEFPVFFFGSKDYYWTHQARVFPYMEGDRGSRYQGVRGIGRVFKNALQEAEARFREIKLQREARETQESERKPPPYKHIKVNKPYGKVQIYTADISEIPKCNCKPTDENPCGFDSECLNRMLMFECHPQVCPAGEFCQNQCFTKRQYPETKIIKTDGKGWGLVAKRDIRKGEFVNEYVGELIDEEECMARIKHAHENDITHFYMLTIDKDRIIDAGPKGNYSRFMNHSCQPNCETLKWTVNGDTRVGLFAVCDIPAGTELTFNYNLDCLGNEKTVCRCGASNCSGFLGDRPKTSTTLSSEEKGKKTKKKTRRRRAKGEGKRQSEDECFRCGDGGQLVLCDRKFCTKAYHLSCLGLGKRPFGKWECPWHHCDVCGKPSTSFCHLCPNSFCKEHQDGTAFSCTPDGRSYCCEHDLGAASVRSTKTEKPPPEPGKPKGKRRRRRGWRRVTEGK
SR-BI DiI inh = mouse SR-BI HDL lipid transfer inhibition | ldlA[mSR-BI] CHO cells, DiI-HDL uptake fluorescence, 3 h | inhibition, % at 12.5 µM | hit rate 0.96% among 320,000;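 active = mean replicate inhibition of at least 70% and a set share of replicates each scoring 70 or more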;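 note: 0% = median of neutral control wells and 100% = median of positive control wells; values of inactives mirror those of a sister screen read the other way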
HTR5A ag ctr = counter-screen for OPRM1-OPRD1 agonists: human HTR5A agonism; P47898; HTR5A agonist assay, luminescence, cell-based; activation, % at 9.3 µM; hit rate 0.61% among 340,000; AID 504692; in the data active = activation mostly above about 9.5%, no sharp cut-off; inactive = mostly below about 7.6%;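 note: 0% = cells with vehicle only and 100% = reference agonist; strong numbers were not always called active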
HTR5A inv ag = HTR5A inverse agonism, opioid heterodimer counter-screen; P47898; HTR5A cell line, luminescence; inhibition, % at 9.3 µM; hit rate 0.083% among 340,000; in the data active = inhibition mostly above about 23%, no sharp cut-off; inactive = mostly below about 18%;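 note: 0% = cells with DMSO and 100% = no-cell wells with DMSO; some compounds called inactive have numbers as strong as hits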
* marks the source's active call; other numbers are inactive results; / = not tested or not shown.

SMILES	CDK5 inh	MITF act	PvdQ inh	Wnt bcat act	dFosB activator	V-ATPase pH	NSD2 inh	SR-BI DiI inh	HTR5A ag ctr	HTR5A inv ag
CCS(=O)(=O)N1CCCC(C(=O)NCc2cccc(OC)c2)C1 (stereo not drawn)	-0.3	8	-19	-4	-6	1	-3	-16	11	-29
O=C(NCc1ccccc1)C(=O)NCC(c1ccco1)N1CCOCC1 (stereo not drawn)	0.6	-9	-17	/	0	-1	-5	1	0	5
O=C(CC1C(=O)NCCN1CC1CCCCC1)NCc1ccc(Cl)cc1 (stereo not drawn)	-0.6	-1	-12	-3	-15	-1	0	-4	3	-8
CCN1C(=NCC2CC2)N[C@@H](c2cccc(C(F)(F)F)c2)C(C(=O)OC)=C1C	-5.8	1	-2	/	-8	1	/	8	0	-3
O=C(CNC(=O)c1ccco1)Nc1ccncc1	-1.5	-2	-3	-1	5	-2	-1	-11	-2	-22
CCOc1ccccc1NC(=O)COC(=O)C1CC(=O)N(c2c(C)cccc2C)C1 (stereo not drawn)	0.0	-1	-6	1	-11	9	-1	/	1	-3
CCOC(=O)/C(C#N)=C1/C=CN(Cc2ccccc2)C=N1	-1.1	/	1	0	2	3	0	-19	-1	-20
COc1ccc(/C(O)=C2/C(=O)C(=O)N(c3nc(C)c(C)s3)C2c2ccco2)cc1 (stereo not drawn)	1.9	14	16	/	-4	1	3	-15	3	-16
O=C(CN1C(=O)c2ccccc2C1=O)Nc1ccccc1C(F)(F)F	0.7	/	-12	-8	4	-1	-1	-5	-1	3
Clc1ccc(Nc2nc(-c3cccs3)cs2)nc1	-3.5	34	-9	25	-10	-3	31	20	2	-18
O=C(C1Cc2ccccc2CN1C(=O)c1ccccc1)N1CCN(c2ccccc2)CC1 (stereo not drawn)	0.5	2	-8	-1	4	-1	4	12	-2	-32
CCOc1ccc(C(C)=O)cc1CN1C(=O)NC2(CCCCCC2)C1=O	0.9	4	7	-1	11	4	-5	-5	3	4
COCCCNC(=O)CN1C(=O)CSc2ccc(S(=O)(=O)N3CCOCC3)cc21	-1.1	11	-16	1	8	4	-2	-10	3	-2
Cc1csc(NC(=O)CSc2sc3c(O)cc(=O)[nH]c3c2C#N)n1	-4.4	-15	2	0	-9	3	41	-24	-4	10
COc1ccc(C2NC(=O)CCC2[N+](=O)[O-])c(OC)c1OC (stereo not drawn)	1.3	/	-19	1	5	-1	-6	-36	-4	15
Cc1csc(=NC(=O)c2ccccc2)n1C	0.5	/	-3	34*	-2	-1	/	-15	3	6
CCOC(=O)[C@H]1[C@H]2COc3ccc(OC)cc3[C@@H]2N2C(=O)c3ccc(F)cc3NC(=O)[C@@]12C	0.3	-4	-4	-3	-2	-2	/	-27	0	-31
O=C1CCC(C(=O)OCC(=O)C23CC4CC(CC(C4)C2)C3)N1 (stereo not drawn)	0.2	/	5	1	-8	0	-2	-27	0	4
COc1ccccc1C(=O)NNC(=S)NC(=O)c1cc(OC)c(OC)c(OC)c1	0.3	-29	3	-1	2	0	0	-13	-2	5
CC1(C)Cc2c(sc3c2c(=O)n(-c2ccc(Cl)cc2)c(=O)n3CC(N)=O)CO1	-2.8	-11	-9	1	-6	3	/	-7	2	-5
N#CCc1ccc(NC(=O)c2cc(S(=O)(=O)N3CCOCC3)ccc2Cl)cc1	-0.5	-4	5	3	-5	-2	-3	4	3	5
Cc1ccc(-c2nc3ncccc3o2)cc1N	0.5	/	-6	18	0	2	-4	-21	5	1
O=Nc1c(-c2ccccc2)cc2ccccn12	-1.8	21	-9	5	-1	9	-6	2	-4	11
Cc1nc2ccccc2c2nc(N)nn12	-1.1	-3	-13	/	2	-1	3	-1	-1	5
Cc1cc(C)cc(-n2ncc3c2CCCC3NC(=O)C2(C(N)=O)CC2)c1 (stereo not drawn)	-1.0	-5	-9	-6	-4	-3	-3	-1	7	-16

Quoted from above for reference:
SMILES	CDK5 inh	MITF act	PvdQ inh	Wnt bcat act	dFosB activator	V-ATPase pH	NSD2 inh	SR-BI DiI inh	HTR5A ag ctr	HTR5A inv ag
Clc1ccc(Nc2nc(-c3cccs3)cs2)nc1	-3.5	34	-9	25	-10	-3	31	20	2	-18
O=C(C1Cc2ccccc2CN1C(=O)c1ccccc1)N1CCN(c2ccccc2)CC1 (stereo not drawn)	0.5	2	-8	-1	4	-1	4	12	-2	-32
CCOc1ccc(C(C)=O)cc1CN1C(=O)NC2(CCCCCC2)C1=O	0.9	4	7	-1	11	4	-5	-5	3	4
COCCCNC(=O)CN1C(=O)CSc2ccc(S(=O)(=O)N3CCOCC3)cc21	-1.1	11	-16	1	8	4	-2	-10	3	-2
Cc1csc(NC(=O)CSc2sc3c(O)cc(=O)[nH]c3c2C#N)n1	-4.4	-15	2	0	-9	3	41	-24	-4	10
COc1ccc(C2NC(=O)CCC2[N+](=O)[O-])c(OC)c1OC (stereo not drawn)	1.3	/	-19	1	5	-1	-6	-36	-4	15
Cc1csc(=NC(=O)c2ccccc2)n1C	0.5	/	-3	34*	-2	-1	/	-15	3	6
CCOC(=O)[C@H]1[C@H]2COc3ccc(OC)cc3[C@@H]2N2C(=O)c3ccc(F)cc3NC(=O)[C@@]12C	0.3	-4	-4	-3	-2	-2	/	-27	0	-31
O=C1CCC(C(=O)OCC(=O)C23CC4CC(CC(C4)C2)C3)N1 (stereo not drawn)	0.2	/	5	1	-8	0	-2	-27	0	4
COc1ccccc1C(=O)NNC(=S)NC(=O)c1cc(OC)c(OC)c(OC)c1	0.3	-29	3	-1	2	0	0	-13	-2	5
CC1(C)Cc2c(sc3c2c(=O)n(-c2ccc(Cl)cc2)c(=O)n3CC(N)=O)CO1	-2.8	-11	-9	1	-6	3	/	-7	2	-5
N#CCc1ccc(NC(=O)c2cc(S(=O)(=O)N3CCOCC3)ccc2Cl)cc1	-0.5	-4	5	3	-5	-2	-3	4	3	5
Cc1ccc(-c2nc3ncccc3o2)cc1N	0.5	/	-6	18	0	2	-4	-21	5	1
O=Nc1c(-c2ccccc2)cc2ccccn12	-1.8	21	-9	5	-1	9	-6	2	-4	11
Cc1nc2ccccc2c2nc(N)nn12	-1.1	-3	-13	/	2	-1	3	-1	-1	5
Cc1cc(C)cc(-n2ncc3c2CCCC3NC(=O)C2(C(N)=O)CC2)c1 (stereo not drawn)	-1.0	-5	-9	-6	-4	-3	-3	-1	7	-16

Continued.
SMILES	CDK5 inh	MITF act	PvdQ inh	Wnt bcat act	dFosB activator	V-ATPase pH	NSD2 inh	SR-BI DiI inh	HTR5A ag ctr	HTR5A inv ag
CN(Cc1ccccc1)S(=O)(=O)c1ccc(NC(=S)NC(=O)C2CCCCC2)cc1	-0.5	14	11	-4	-4	-6	-1	24	-14	36
CCN(CC)C(=O)CSc1nc(O)cc(=O)n1CC	0.1	1	-17	0	-3	-2	0	-19	0	-3
O=C(CSc1nc(=O)n(CCCN2CCOCC2)c2c1CCCC2)Nc1cccc(F)c1	0.6	7	-16	-4	-7	1	0	-18	8	-25
CC1CCCC(NC(=O)COC(=O)c2sc3ccccc3c2Cl)C1C (stereo not drawn)	/	3	-6	-2	4	0	-2	0	2	12
Cc1ccc(-n2nnnc2-c2cccnc2)cc1	1.9	11	-8	8	-2	1	-3	-34	0	-1
CC(C)OC(=O)CSc1ncnc2c1cnn2Cc1ccccc1	-8.1	4	-12	-1	-14	-6	-5	-7	10	-4
CC(O)c1cccc(NC(=O)Nc2cccc(NC(=O)Nc3cccc(C(C)O)c3)c2)c1 (stereo not drawn)	1.4	-3	-5	1	-1	0	-3	31	1	-5
CCN1CCN(C2=C(NS(=O)(=O)c3ccc(NC(C)=O)cc3)C(=O)c3ccccc3C2=O)CC1	2.4	-40	-5	11	-6	0	26	27	0	1
CCC(C)Nc1nc2c(c(=O)n(C)c(=O)n2C)n1C (stereo not drawn)	1.8	-11	12	0	-3	1	-49	2	0	-1
O=C(COC(=O)c1cnccn1)NCCc1ccc(Cl)cc1	-0.2	-9	-9	1	-6	6	0	-24	-4	10
CCOC(=O)C1=C(CNCc2ccc(C)cc2)NC(=O)NC1c1ccc(OC)cc1 (stereo not drawn)	0.8	-1	-12	/	-4	-4	3	12	1	-3
Cc1oc(-c2cccs2)nc1CN1CCN(CCC(C)C)C(CCO)C1 (stereo not drawn)	-2.1	36	-12	0	-3	-1	-1	-18	3	4
O=C1CC(N2CCN(c3ccccc3O)CC2)C(=O)N1Cc1ccccc1 (stereo not drawn)	-0.6	9	-1	-2	-1	-5	4	/	2	-48
Cc1ccc(-c2csc(=S)n2CC(=O)OCC(=O)NCc2ccco2)cc1	0.5	/	-7	/	-13	1	9	17	0	11
CCn1nc(C)c(CN2CCN(Cc3ccsc3)C(CCO)C2)c1C (stereo not drawn)	-2.2	4	-11	1	-6	-2	/	-8	-3	16
COc1ccc(C(=O)OCC(=O)c2c(N)n(C)c(=O)n(C)c2=O)c(OC)c1OC	0.3	-10	-11	5	-3	1	-1	-8	-2	4
Cc1ccc(N=C2SC(C(=O)O)CC(=O)N2C)cc1C (stereo not drawn)	-1.7	6	-11	9	0	0	4	-18	4	6
COc1ccc(S(=O)(=O)N2CCCCCC2)cc1NC(=O)Cc1n[nH]c(=O)c2ccccc12	0.1	-1	-4	1	0	-2	0	1	0	1
O=C(NC(=S)Nc1ccc(O)cc1)c1ccccc1Cl	-5.2	35	-3	-2	-1	-2	/	-6	-3	2
NC(=O)CCC(NC(=S)Nc1ccccc1)C(=O)O (stereo not drawn)	-0.4	0	-5	-3	-18	2	0	/	-6	-7
O=C(CN1C(=O)S/C(=C\c2cccc(Cl)c2)C1=O)NCCCn1ccnc1	0.0	17	-13	0	2	-2	7	-18	0	1
Cc1csc(NC(=O)CCc2ccc(S(=O)(=O)N3CCOCC3)cc2)n1	-1.1	0	0	3	-6	-2	0	3	1	-31
COc1ccc(CCNC(C)C(=O)Nc2ccc(S(N)(=O)=O)cc2)cc1 (stereo not drawn)	-1.4	3	-2	2	-2	-1	0	-12	4	-17
CCCCSc1nc2c(c(=O)n1CC)SC(C)C2 (stereo not drawn)	-0.6	/	-5	-5	-6	-32	/	-9	4	2
O=CN(c1ccccc1)c1ccc2ccccc2c1	2.1	-8	79*	0	-6	-3	/	-5	2	-4
Going on with the list.
SMILES	CDK5 inh	MITF act	PvdQ inh	Wnt bcat act	dFosB activator	V-ATPase pH	NSD2 inh	SR-BI DiI inh	HTR5A ag ctr	HTR5A inv ag
Cc1ccoc1C(=O)NCCCNC(=O)c1occc1C	-0.5	-15	-15	-3	-2	0	-57	-25	2	-13
O=C(CNC(=O)c1ccccc1F)N/N=C/c1cc(Br)ccc1OC(=O)/C=C/c1ccco1	-3.0	-16	1	-9	7	1	6	33	3	13
Cn1c(CC(=O)Nc2ccccc2C(F)(F)F)c(Sc2ccccc2)c2ccccc21	-4.5	-21	-2	/	0	0	-5	20	4	7
O=Cc1ccc2noc(-c3ccc(Cl)cc3)c2c1	2.5	33	-12	2	-3	-2	0	4	12	9
COc1cnc(-c2cccc(C(F)(F)F)c2)[nH]c1=O	0.0	-2	4	-1	1	0	-9	-4	-3	8
CC(=O)Oc1ccc2cc(-c3nc4ccccc4n3C)c(=O)oc2c1	0.8	26	6	/	-1	3	2	-27	0	-41
CCCCCNC(=O)Cn1c(=O)c2c(ncn2CC(C)C)n(Cc2ccccc2)c1=O	-0.1	0	-4	0	-7	1	-6	/	5	-15
